Source: PubChem BioAssay
D2 ag: HTS Assay for Allosteric Agonists of the Human D2 Dopamine Receptor: Primary Screen for Agonists | D(2) dopamine receptor (Homo sapiens), P14416 | HEK293 T-REx D2 cells, calcium flux agonist mode | activation, % at 2 µM | 340,000 compounds, 0.53% hits;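 active means activation over 3 SD above normal in the single-dose calcium agonist read, cut at about 30% in these data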; further: 0% is about no effect
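Tetracycline-induced HEK293 T-REx cells with force-coupled D2 receptor, plated overnight at 30 C, loaded with no-wash calcium dye. After a 10 s baseline, compound was pin-added and calcium flux read kinetically for 180 s; calcium rises flagged agonists.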
TRHR ag: qHTS for Small Molecule Agonists and Allosteric Enhancers of Human TRH Receptor: Primary Screen for Agonists; activation, % at 2 µM; TRHR cells, calcium flux fluo-8, FDSS agonist mode; AID 493084, 2011; 360,000 compounds, 0.18% hits; in the data active means activation above about 30%; further: 0% is about no effect
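TRHR-expressing cells, plated overnight in medium with 10% serum, were loaded with fluo-8 calcium dye at room temperature. After a 10 s baseline, library compound was pin-added and calcium release was recorded kinetically (ex 480/em 530) as agonist response.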
TrxR1 substrate: qHTS Assay for Substrates of Mammalian Selenoprotein Thioredoxin Reductase 1 (TrxR1): qHTS. Thioredoxin reductase 1, cytoplasmic (Rattus norvegicus), O89049. purified TrxR1 substrate turnover, NADPH consumption readout. Potency, µM (doses to about 114 µM), for the others: top-dose activity change, negative = substrate turnover. 390,000 compounds, 0.01% hits. AID 588456, 2011; further: potency means the concentration at half of the fitted maximal effect; on the % scale 0 is the no-effect control and ±100 the full control effect; nearly all actives have a fitted effect of over 50% in size
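Rat TrxR1, dispensed at 90 nM, was prereduced with 400 uM NADPH (final) for 5 min at ~22 deg C, then incubated with compound 15 min before 400 uM selenite. A first-read NADPH fluorescence drop versus no-compound background flagged substrates.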
IDH1 R132H inh: qHTS for Inhibitors of mutant isocitrate dehydrogenase 1 (IDH1): qHTS | Isocitrate dehydrogenase [NADP] cytoplasmic (Homo sapiens), O75874 | IDH1-R132H enzyme, NADPH consumption, diaphorase/resazurin fluorescence | Potency, µM (titrated, usually from 76.6 µM), without a hit: top-dose activity change, negative = inhibition, hits mostly inhibitors | 390,000 compounds, 0.093% hits; further: potency means the concentration at half of the fitted maximal effect; on the % scale 0 is the no-effect control and ±100 the full control effect; nearly all actives have a fitted effect of over 65% in size
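IDH1-R132H (0.5 ug/mL dispensed) in pH 7.5 Tris buffer was preincubated 30 min with compound, then given a substrate mix of 0.016 mM NADPH and 2 mM alpha-KG for 80 min at room temperature; remaining NADPH was read by diaphorase/resazurin fluorescence.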
PI4K2A block: qHTS for small molecular inhibitors of PI4K2A. Phosphatidylinositol 4-kinase type 2-alpha (Homo sapiens), Q9BTU6. purified PI4K2A, ADP-Glo luminescence, 1 h; hits give low values. activity change, negative = inhibition, % at 76.9 µM. 420,000 compounds, 0.13% hits. AID 1346378, 2018; in the data active means activity change below about -50%; inconclusive means mostly about -30% to -49%;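 further: -100% = wells without enzyme as full effect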
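In this quantitative HTS, ADP production by PI4K2A was quantified luminescently after 1 h at ambient temperature; 100 microM adenosine served as plate-quality control.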
TRHR enhancer: qHTS for Small Molecule Agonists and Allosteric Enhancers of Human TRH Receptor: Primary Screen for Enhancers; Thyrotropin-releasing hormone receptor (Homo sapiens), P34981; TRHR cells, fluo-8 calcium fluorescence, EC20 TRH enhancement; enhancement, % at 2 µM; 360,000 compounds, 0.66% hits; AID 493056, 2011; in the data active means enhancement above about 30%; further: 0% is about no effect
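Enhancer read-out: after compound pinning and an initial kinetic agonist-mode read, an EC20 of TRH (10 nM final) was injected and fluo-8 calcium signal (Ex 480/Em 530) followed at 1 s/cycle for 100 cycles in TRHR-expressing cells.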
D2 antagonist: HTS Assay for Allosteric Antagonists of the Human D2 Dopamine Receptor: Primary Screen for Antagonists | D(2) dopamine receptor (Homo sapiens), P14416 | HEK293 TREx D2 cells, calcium flux, dopamine EC80 | inhibition, % at 10 µM | 340,000 compounds, 2% hits | AID 485344, 2010; in the data active means inhibition above about 30%; further: 0% is about no effect
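Antagonism is scored as inhibition of an EC80 dopamine-evoked calcium signal in a force-coupled, tetracycline-inducible HEK293 T-REx D2 line, with compound present 180 s before agonist.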
USP1-UAF1 inh: Inhibitors of USP1/UAF1: Primary Screen; Potency, µM (titrated, usually from 57.1 µM), for inactives: at the highest dose activity change, negative = inhibition, usual class: inhibitors; 390,000 compounds, 0.23% hits; recombinant USP1/UAF1, Ub-Rhodamine cleavage fluorescence; AID 743255, 2014; further: potency means the concentration at half of the fitted maximal effect; on the % scale 0 is the no-effect control and ±100 the full control effect; nearly all actives have a fitted effect of over 60% in size; inactives centre near -12
Target sequence (O94782 whole entry, looked up): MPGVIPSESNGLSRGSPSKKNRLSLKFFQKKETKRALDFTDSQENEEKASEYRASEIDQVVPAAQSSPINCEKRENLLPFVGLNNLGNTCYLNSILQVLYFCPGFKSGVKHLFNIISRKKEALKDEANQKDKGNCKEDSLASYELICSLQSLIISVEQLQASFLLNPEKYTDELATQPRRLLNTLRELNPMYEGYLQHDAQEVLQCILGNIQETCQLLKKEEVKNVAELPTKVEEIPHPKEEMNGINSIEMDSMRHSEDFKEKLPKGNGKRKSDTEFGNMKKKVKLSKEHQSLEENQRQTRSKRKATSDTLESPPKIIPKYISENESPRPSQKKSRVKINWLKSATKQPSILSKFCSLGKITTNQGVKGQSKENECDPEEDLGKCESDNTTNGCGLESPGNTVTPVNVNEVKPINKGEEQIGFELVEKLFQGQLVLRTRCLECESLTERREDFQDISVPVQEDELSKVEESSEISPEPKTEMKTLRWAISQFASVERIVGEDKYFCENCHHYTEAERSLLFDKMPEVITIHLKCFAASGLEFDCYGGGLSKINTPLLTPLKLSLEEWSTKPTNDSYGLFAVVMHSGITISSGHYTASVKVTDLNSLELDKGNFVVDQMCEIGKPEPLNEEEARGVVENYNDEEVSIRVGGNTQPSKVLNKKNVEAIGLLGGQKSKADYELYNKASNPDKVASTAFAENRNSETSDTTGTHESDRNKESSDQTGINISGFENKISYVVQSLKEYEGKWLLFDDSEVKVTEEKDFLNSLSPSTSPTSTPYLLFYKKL
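In this screen, compounds sit with the deubiquitinase complex (1nM) for 15 min at room temperature before Ub-Rho is added at 150nM final. Fluorescence rise is then followed for 6 reads every 60 seconds.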
TrxR1 inh: qHTS Assay for Inhibitors of Mammalian Selenoprotein Thioredoxin Reductase 1 (TrxR1): qHTS; recombinant rTrxR1, NADPH fluorescence consumption, selenite substrate; 390,000 compounds, 1% hits; Potency, µM (titrated, usually from 114 µM), inactives show at the highest dose activity change, negative = inhibition, hits mostly inhibitors; Thioredoxin reductase 1, cytoplasmic (Rattus norvegicus), O89049; further: potency means the concentration at half of the fitted maximal effect; on the % scale 0 is the no-effect control and ±100 the full control effect; nearly all actives have a fitted effect of over 65% in size
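Rat TrxR1 (90 nM in the dispensed reagent) was pre-reduced with 400 uM NADPH for 5 min at room temperature, then incubated with compound for 15 min. After 400 uM selenite was added, NADPH fluorescence (Ex 340/Em 450 nm) was followed for 8 min.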
Numbers without * were called inactive; u = inconclusive; x = not tested or not shown; & = joins results of further samples; [ ] = dose if it differs, or a comment. Unless noted, the call rests on the fitted dose curve; in most records, active means well fitted inhibition curve with a large enough effect; inconclusive means small, poorly fitted or top-dose-only effect; inactive means no such curve, though single readings can be large or run the other way. This is a random part of the collection. About 3.9% of those tested had a hit in this group.

#1 COc1ccc(CCN2C(=O)NC(NC(=O)CC(C)C)(C(F)(F)F)C2=O)cc1OC (configuration not stated)
#2 COc1cccc(CNC(=O)CN2C(=O)COc3ccc(S(=O)(=O)N4CCCCCC4)cc32)c1
#3 O=C(O)CCCNc1n[nH]c(=O)[nH]c1=O
#4 Cc1ccc(COc2ccc3c(c2)OCO3)cc1
#5 COc1ccccc1CC(=O)Nc1ccc2nc(N3CCC(C)CC3)cc(C)c2c1
#6 N#Cc1cncc(-c2ccc3c(c2)OCCOCCOCCOCCOCCO3)n1
#7 CSc1ncc(C(=O)NCc2cccc(Br)c2)c(-c2ccccc2)n1
#8 CC(C)(C)OC(=O)NOCC(=O)N(CC(=O)c1ccccc1)Cc1ccccc1
#9 CCN1CCN(Cc2c(O)c(Cl)cc3c(C)cc(=O)oc23)CC1
#10 O=C(N/N=C/c1cccc(F)c1)c1c(O)c2c([nH]c1=O)CCCC2
screen / no.	1	2	3	4	5	6	7	8	9	10
D2 antagonist	4	-4	-13	-24	x	-6	x	-6	14	0
PI4K2A block	6	6&-5	1	-5	2	-5	-4	-3	2	-5
TrxR1 inh	-10%	19%&16%	8%[57.1 µM]	13%	20%	7%[57.1 µM]	5%	32%[57.1 µM]	u	5%
TRHR ag	-0.3	0.7&-0.2	-0.8	0.0	0.0	-0.6	3.9	-0.5	1.6	0.6
D2 ag	-0.7	-1.3&-2.8	1.9	-0.7	-0.3	1.8	1.4	-0.8	0.4	-0.2
TRHR enhancer	-5	-4&-7	7	8	-2	3	-8	5	7	2
IDH1 R132H inh	-2%	-7%&2%	-4%	9%	-5%	23%	31%	9%	10%	6%
USP1-UAF1 inh	-3%	-6%&-13%	-25%	-20%	-20%	0%	-19%	-23%	-14%	0%
TrxR1 substrate	-14%	-5%&3%	4%[57.1 µM]	-3%	15%	-10%	-6%	5%	x	-1%

#11 CCOC(=O)c1cc2sc(C)cc2n1CC(=O)N(CC)CC
#12 O=C1NC(Cc2c[nH]c3ccccc23)C(=O)N1Cc1ccccc1 (configuration not stated)
#13 CCOc1ccccc1NC(=O)c1c(NC(=O)c2ccccc2C)sc2c1CCC(C)C2 (configuration not stated)
#14 C=Cc1ccc(Cn2c(C)c(CNCc3ccc(SC)cc3)c(C(=O)O)c2C)cc1
#15 COc1ccc(Nc2nc(NCC3CCCO3)c3ccccc3n2)c(OC)c1 (configuration not stated)
#16 CC(C)c1ccc(NC(=O)COC(=O)CC2CCCC2)cc1
#17 CN(C)c1ccc(NC(=O)COC(=O)Cn2nnc3ccccc32)cc1
#18 C=CC1=C(C(=O)O)N2C(=O)[C@@H](NC(=O)/C(=N\OCC(=O)O)c3csc(N)n3)[C@H]2SC1
#19 COc1cc(CN2CCN(c3cc(C)ccc3C)CC2)cc([N+](=O)[O-])c1O
#20 CN1C(=O)/C(=C\c2ccc(-c3ccccc3)o2)SC1=S
screen / no.	11	12	13	14	15	16	17	18	19	20
D2 antagonist	-23	-1	x	x	2	x	5	x	x	16
PI4K2A block	5	5	6	-1	-8	7	10	-16	-2	1
TrxR1 inh	-16%	19%	-5%	-15%	3%[57.1 µM]	-7%	-69%[11.4 µM]	-5%	-18%	9%[57.1 µM]
TRHR ag	-0.5	1.6	0.7	1.6	-0.4	x	-0.5	x	x	-0.6
D2 ag	0.0	0.1	0.8	-0.3	-1.0	x	-0.3	x	x	0.3
TRHR enhancer	1	7	-3	-4	1	x	1	x	x	6
IDH1 R132H inh	7%	1%	-6%	-11%	2%	2%	-1%	2%	0%	7%
USP1-UAF1 inh	-6%	-12%	-24%	-15%	-18%	-12%	-13%	-9%	6%	u
TrxR1 substrate	-15%	6%	0%	-3%	-1%[57.1 µM]	-11%	-3%	3%	-13%	0%[57.1 µM]

#21 Cc1ccc(NS(=O)(=O)c2ccc(Cl)s2)cc1S(=O)(=O)N(C)C
#22 COc1ccc(CCNC(=O)C(=O)NCC(c2ccco2)S(=O)(=O)c2ccc(F)cc2)cc1 (configuration not stated)
#23 CC(=O)OC1[C@H](Oc2c(O)c(C)c3c4c2[C@@H](C)CC[C@@H]4[C@@H](C)C[C@@H]3C=C(C)C)OC[C@@H](O)[C@@H]1O (some centres not stated)
#24 CCOC(=O)c1c(C)n(O)c2ccc(Cl)cc2c1=O
#25 O=C(Cc1ccccc1)NCc1ccccn1
#26 CN(C)CCN(Cc1ccco1)C(=O)c1cc2c(Cl)nc3ccccc3c2s1
#27 CCc1ccc(NC(=O)CSc2nc3[nH]ncc3c(=O)[nH]2)cc1
#28 COc1cc(C(=O)NCc2ccccc2)cc(Br)c1OC
#29 CN1C(=O)/C(=C\c2cc(N=Nc3ccccc3)ccc2O)SC1=S
#30 COc1ccc(Cc2nc3ccc(C(=O)N(C)CCc4cnn(C)c4)cc3o2)cc1OC
screen / no.	21	22	23	24	25	26	27	28	29	30
D2 antagonist	2	x	x	-14	9	9	13	17	21	9
PI4K2A block	2	2	0	6	-2	5	-2	5	-11	6
TrxR1 inh	9%	-4%[57.1 µM]	29%	10%	19%	-1%	-3%[57.1 µM]	19%	4%[57.1 µM]	8%
TRHR ag	-0.2	-0.2	x	-0.7	1.2	1.0	0.1	-1.3	-0.2	0.1
D2 ag	0.3	x	x	-0.2	-1.1	5.0	0.2	-2.5	0.1	0.7
TRHR enhancer	0	36*	x	-3	-4	5	-1	19	2	3
IDH1 R132H inh	5%	11%	-2%	6%	4%	12%	-6%	0%	-4%	5%
USP1-UAF1 inh	-1%	2%	u	-11%	1%	-22%	-4%	u	-9%	-15%
TrxR1 substrate	1%	0%[57.1 µM]	3%	3%	-1%	2%	3%[57.1 µM]	2%	8%[57.1 µM]	5%

#31 CCCCN(C)CCNC(=O)c1cc2c(=O)[nH]c3ccccc3c2n1C
#32 COc1ccc(C)cc1NC(=O)c1cc(S(=O)(=O)N2CCC(C)CC2)ccc1F
#33 CC(C)Nc1ncnc2c1nnn2Cc1ccccc1
#34 Fc1ccc(-c2nnc(-n3nnc4ccccc43)c3ccccc23)cc1
#35 COc1ccc(S(=O)(=O)Cc2ccc(C(=O)NCc3ccccc3OC)o2)cc1
#36 O=C(CN1C(=O)COc2ccccc21)NCCN1CCCC1
#37 Cc1cccc(C)c1Nc1nc2ccccc2o1
#38 Cc1cccc(-c2nnc(SCc3nc4ccccc4[nH]3)n2Cc2ccco2)c1
#39 S=C(NCCc1ccc(Cl)cc1)NC1CC1
#40 CCC(C)[C@@H](CN(N=O)[C@@H](Cc1ccccc1)CN(C)N=O)N(CCc1ccccc1)N=O (some centres not stated)
screen / no.	31	32	33	34	35	36	37	38	39	40
D2 antagonist	1	x	4	x	-3	5	-5	16	22	-4
PI4K2A block	7	-6	-1	-4	-2	5	-4	2	-2	-1
TrxR1 inh	9%[57.1 µM]	22%[57.1 µM]	12%[57.1 µM]	-8%	u	21%	4%[57.1 µM]	-24%	-3%	9%[57.1 µM]
TRHR ag	-0.5	-0.7	-0.3	x	-0.2	0.0	-0.6	-0.5	-1.6	0.8
D2 ag	-0.6	0.4	-1.3	x	-0.7	0.0	-0.7	-0.6	-1.0	0.8
TRHR enhancer	10	4	8	x	1	3	1	-4	-3	-10
IDH1 R132H inh	0%	6%	-3%	16%	-3%	-5%	-6%	11%	4%	-11%
USP1-UAF1 inh	-13%	-15%	4%	0%	5%	-15%	-17%	-10%	-21%	-25%
TrxR1 substrate	5%[57.1 µM]	-1%[57.1 µM]	-3%[57.1 µM]	-11%	1%	3%	4%[57.1 µM]	-5%	1%	-6%

Pulled one by one from above:
#37 Cc1cccc(C)c1Nc1nc2ccccc2o1
#9 CCN1CCN(Cc2c(O)c(Cl)cc3c(C)cc(=O)oc23)CC1
screen / no.	37	9
D2 antagonist	-5	14
PI4K2A block	-4	2
TrxR1 inh	4%[57.1 µM]	u
TRHR ag	-0.6	1.6
D2 ag	-0.7	0.4
TRHR enhancer	1	7
IDH1 R132H inh	-6%	10%
USP1-UAF1 inh	-17%	-14%
TrxR1 substrate	4%[57.1 µM]	x

Molecules above containing bromine:
#7 CSc1ncc(C(=O)NCc2cccc(Br)c2)c(-c2ccccc2)n1
#28 COc1cc(C(=O)NCc2ccccc2)cc(Br)c1OC
screen / no.	7	28
D2 antagonist	x	17
PI4K2A block	-4	5
TrxR1 inh	5%	19%
TRHR ag	3.9	-1.3
D2 ag	1.4	-2.5
TRHR enhancer	-8	19
IDH1 R132H inh	31%	0%
USP1-UAF1 inh	-19%	u
TrxR1 substrate	-6%	2%
